Assay outcomes as filed in PubChem BioAssay.
Growth percent in the NCI-60 one-dose screen (48 h, 10 µM unless noted): 100 = growth as untreated, 0 = no growth, -100 = all killed.
T-47D: T-47D breast cancer. actives 5% (n = 79,000)
SK-MEL-2: SK-MEL-2 melanoma; actives 4.7% (n = 77,000); AID 1794763
UACC-62: UACC-62 melanoma. actives 5.4% (n = 81,000)
MALME-3M: MALME-3M melanoma | actives 5.8% (n = 78,000) | AID 1794766
BT-549: BT-549 breast cancer; actives 4.4% (n = 78,000)
LOX IMVI: LOX IMVI melanoma | actives 7.4% (n = 79,000) | AID 1794757
UACC-257: UACC-257 melanoma | actives 4.4% (n = 78,000) | AID 1794764
HS 578T: HS 578T breast cancer. actives 4.1% (n = 78,000). AID 1794788
An asterisk follows results filed as active; . = no result given; & = joins results of further samples; ! = not active in a repeat. How the source made its calls: active means growth percent below 10; inactive means the rest.

SMILES	T-47D	SK-MEL-2	UACC-62	MALME-3M	BT-549	LOX IMVI	UACC-257	HS 578T
O=C(Nc1ccccc1)N1CCN(c2ccccc2)CC1	95	111	96	104	89	108	88	120
Clc1ccc(C2N(Cc3ccccc3)CCC3CCCCN32)cc1Cl (configuration not stated)	96	.	95	111	99	101	91	113
COc1ccc(C)cc1NS(=O)(=O)c1ccccc1	111	110	104	125	120	94	107	109
COc1ccc(-c2nc(N3CCN(C(=O)C4CCCCC4)CC3)c3c4c(sc3n2)CCCC4)cc1	3.7*	25	44	-56*	61	5.3*	63	13
COc1cc(-n2nc(C(=O)NCCCCC(=O)O)nc2-c2ccccc2)cc(OC)c1OC	99	89	106	100	113	94	.	104
CC(=O)NCc1c(C)c(C)c(CNC(C)=O)c(C)c1C	90	105	84	105	84	103	107	106
CN1CCN(c2ccc3nc(-c4cc(C(C)(C)C)c(O)c(C(C)(C)C)c4)[nH]c3c2)CC1	63	82	63	-92*	98	-37*	-53*	72
OC(CCl)COc1ccc(Cl)cc1 (configuration not stated)	115	131	105	124	100	108	105	94
COC(=O)CCC1=C(C)C2=NC1=CC1=NC(=CC3=NC(=Cc4[nH]c(/c(=C(/C)O)c4C)=C2)C(C(C)=O)=C3C)C(C)=C1CCC(=O)OC	83	102	97	96	100	96	90	89
O=C1CC2C(/C=N/NC(=O)c3ccncc3)C(C[C@@H]2Cl)O1 (some centres not stated)	102	108	91	97	99	96	65	97
Nc1cc2ccccc2c(=O)n1NC(=O)c1ccc([N+](=O)[O-])cc1	46	101	84	88	84	.	103	.
CC(C)CNCC(=O)Nc1ccc(-c2ccc(NC(=O)CNCC(C)C)cc2)cc1	92	86	102	99	60	88	110	119
Cc1c(Cl)cc(-n2c(=O)c3ccccc3c3ccccc3c2=O)cc1Cl	94	98	93	91	90	95	104	99
CCc1cc(CC)c(CC)c(C(=O)OCCN(CC)CC)c1CC	85	77	82	85	86	102	95	91
COc1ccc(-n2nc(C(=O)Nc3ccc(C(=O)O)cc3)nc2-c2cc(OC)c(OC)c(OC)c2)cc1	89	110	94	79	.	95	105	94
O=C1Nc2ccccc2/C1=N/N1C(=O)CN(CCCl)C1=O	102	103	90	107	111	100	97	96
C=C(C)C1CCC(C)=CC1c1c(OC(=O)CCCCC2CCSS2)cc(CCCCC)cc1OC(=O)CCCCC1CCSS1 (configuration not stated)	81	104	90	92	103	98	118	96
CN(C)c1ccc(/C=N/N2C(=O)CSC2=S)c(Cl)c1	71	104	98	108	104	90	96	107
Nc1nccc2c1ncn2C1OC(CO)C(O)C1O (configuration not stated)	98	97	98	115	111	94	107	123
Nc1ccc(I)c(Cl)c1	101	104	102	108	96	99	93	103
CCOC1Oc2ccccc2C(=O)/C1=N/c1nccs1 (configuration not stated)	66	74	79	52	77	85	112	90
COc1cc(C2=Nc3c(N)nc(N)nc3NC(c3sc(Cl)nc3Cl)C2)cc(OC)c1OC (configuration not stated)	76	.	49	67	70	75	76	49
N/C(CCSc1ccccc1N=Cc1ccccc1O)=N/O	113	.	108	.	111	94	117	108
Nc1nc(Nc2ccc(Cl)cc2)c2c(n1)-c1ccoc1CC2	75	98	93	104	89	93	97	112
CN1CCN(c2nc(NCCCCNc3ccnc4cc(Cl)ccc34)c3ccccc3n2)CC1	96	87	64	-53*	75	2.7*	-32*	81

Later entries:
SMILES	T-47D	SK-MEL-2	UACC-62	MALME-3M	BT-549	LOX IMVI	UACC-257	HS 578T
Cc1ccc(/C=C(\C#N)n2nnc3cc(F)c(F)cc32)cc1	-10*	15	35	33	-18*	-18*	38	36
CC(=O)OC[C@H]1OC(O)C=C[C@@H]1OC(C)=O (some centres not stated)	111	113	96	112	.	61	102	110
COc1ccc(C2CC(c3ccc4ccccc4c3)=NN2c2nc(O)c(C3=c4cc(Cl)ccc4=NC3=O)s2)cc1 (configuration not stated)	-80*	-77*	-47*	-54*	-26*	-76*	-51*	-5.8*
COc1cc(-c2n/c(=C\c3c(O)[nH]c4cc(Cl)ccc34)cc3c2=Nc2ccccc2-3)ccc1F	66	105	64	.	93	82	94	92
CC(C)=CCC[C@H](C)c1ccc(C)c(CO)c1O	72	102	90	110	92	103	92	104
O=C(Nc1ccccc1Cl)N1CCOCC1	105	116	111	98	112	106	102	100
CCN1[C@@H]2CC[C@H]1/C(=C\c1cc(OC)ccc1OC)C1=C2[C@@H](c2cc(OC)ccc2OC)C(C#N)=C(N)O1	100	.	96	114	88	100	78	.
OC(c1cc(C(F)(F)F)nc2c(Cl)cc(Cl)cc12)C1CCCCN1 (configuration not stated)	89	92	81	108	97	37	91	82
CCCCCCCCN1C(=O)/C(=c2\sc3n(c2=O)NC2C(N=3)N(CC)C(=O)N2CC)c2ccccc21 (configuration not stated)	84	106	74	92	108	86	97	89
O=Cc1ccc(O)c(Cl)c1	100	108	108	82	102	94	103	113
CCOC(=O)C(CO)NC(=O)C1(NC(C)=O)CCCC1 (configuration not stated)	115	92	96	.	85	.	86	112
CCC(c1ccc(O)cc1)C(CC)c1ccc(O)c(F)c1 (configuration not stated)	66	75	59	85	93	87	89	74
CC/C=C\C/C=C\C/C=C\CCCCCCCCOc1cccc(CCOP(=O)(O)OCC[N+](C)(C)C)c1	95	106	84	97	109	94	97	108
CN(C)c1ccc(/C=C2\SC(=S)N(Cc3nc4ccccc4[nH]3)C2=O)cc1	91	111	81	91	98	82	89	.
C/C=C/[C@H](O)[C@H](O)/C=C\c1cccc(OC)c1CO	98	96	105	87	116	98	.	100
COc1cccc(N)c1	81	123	81	132	85	88	108	.
CCCc1cc2c(cc1Br)OCO2	.	98	101	117	83	95	91	100
Cc1ccc2c(Cn3cc(COc4ccc5c(c4)NC(=O)CC5)nn3)cc(=O)oc2c1	86	101	84	103	114	62	105	95
COc1ccc(-c2cc(-c3nc4ccccc4[nH]3)[nH]n2)cc1OC	54	63	62	73	78	.	91	83
CCCCOc1ccc(OCCCN2CCN(C(=O)OCC)CC2)cc1	72	101	.	105	84	92	79	107
Cc1[nH]c(C2CC(c3cccs3)=NN2c2ccccc2)c(C)c1C(=O)NCC(F)(F)F (configuration not stated)	94	108	80	92	103	94	108	100
COc1cc(OC)nc(NS(=O)(=O)c2ccc(NC(=O)c3ccc4ccccc4n3)cc2)n1	99	23	97	102	93	98	21	116
O=C(CCn1ccnc1)Nc1cc(S(=O)(=O)Nc2ccccc2Cl)ccc1O	104	91	99	106	109	102	.	117
CCCc1c(C)nc2scc(-c3ccccc3)n2c1=O	91	.	101	102	101	93	100	98
COc1cc(OC)c(S(N)(=O)=O)cc1C(=O)/C=C/c1ccc(C)cc1	2.3*	.	34	73	21	1.8*	81	21

23 structures from above, ordered by length of the SMILES, falling.
SMILES	T-47D	SK-MEL-2	UACC-62	MALME-3M	BT-549	LOX IMVI	UACC-257	HS 578T
CCN1[C@@H]2CC[C@H]1/C(=C\c1cc(OC)ccc1OC)C1=C2[C@@H](c2cc(OC)ccc2OC)C(C#N)=C(N)O1	100	.	96	114	88	100	78	.
COc1ccc(C2CC(c3ccc4ccccc4c3)=NN2c2nc(O)c(C3=c4cc(Cl)ccc4=NC3=O)s2)cc1 (configuration not stated)	-80*	-77*	-47*	-54*	-26*	-76*	-51*	-5.8*
COc1ccc(-n2nc(C(=O)Nc3ccc(C(=O)O)cc3)nc2-c2cc(OC)c(OC)c(OC)c2)cc1	89	110	94	79	.	95	105	94
COc1cc(-c2n/c(=C\c3c(O)[nH]c4cc(Cl)ccc34)cc3c2=Nc2ccccc2-3)ccc1F	66	105	64	.	93	82	94	92
CC/C=C\C/C=C\C/C=C\CCCCCCCCOc1cccc(CCOP(=O)(O)OCC[N+](C)(C)C)c1	95	106	84	97	109	94	97	108
COc1cc(OC)nc(NS(=O)(=O)c2ccc(NC(=O)c3ccc4ccccc4n3)cc2)n1	99	23	97	102	93	98	21	116
COc1cc(C2=Nc3c(N)nc(N)nc3NC(c3sc(Cl)nc3Cl)C2)cc(OC)c1OC (configuration not stated)	76	.	49	67	70	75	76	49
Cc1ccc2c(Cn3cc(COc4ccc5c(c4)NC(=O)CC5)nn3)cc(=O)oc2c1	86	101	84	103	114	62	105	95
CC(C)CNCC(=O)Nc1ccc(-c2ccc(NC(=O)CNCC(C)C)cc2)cc1	92	86	102	99	60	88	110	119
COc1cc(OC)c(S(N)(=O)=O)cc1C(=O)/C=C/c1ccc(C)cc1	2.3*	.	34	73	21	1.8*	81	21
OC(c1cc(C(F)(F)F)nc2c(Cl)cc(Cl)cc12)C1CCCCN1 (configuration not stated)	89	92	81	108	97	37	91	82
C/C=C/[C@H](O)[C@H](O)/C=C\c1cccc(OC)c1CO	98	96	105	87	116	98	.	100
Cc1ccc(/C=C(\C#N)n2nnc3cc(F)c(F)cc32)cc1	-10*	15	35	33	-18*	-18*	38	36
O=C1Nc2ccccc2/C1=N/N1C(=O)CN(CCCl)C1=O	102	103	90	107	111	100	97	96
CC(=O)NCc1c(C)c(C)c(CNC(C)=O)c(C)c1C	90	105	84	105	84	103	107	106
CCC(c1ccc(O)cc1)C(CC)c1ccc(O)c(F)c1 (configuration not stated)	66	75	59	85	93	87	89	74
CCOC1Oc2ccccc2C(=O)/C1=N/c1nccs1 (configuration not stated)	66	74	79	52	77	85	112	90
Nc1nccc2c1ncn2C1OC(CO)C(O)C1O (configuration not stated)	98	97	98	115	111	94	107	123
O=C(Nc1ccccc1Cl)N1CCOCC1	105	116	111	98	112	106	102	100
OC(CCl)COc1ccc(Cl)cc1 (configuration not stated)	115	131	105	124	100	108	105	94
CCCc1cc2c(cc1Br)OCO2	.	98	101	117	83	95	91	100
Nc1ccc(I)c(Cl)c1	101	104	102	108	96	99	93	103
COc1cccc(N)c1	81	123	81	132	85	88	108	.

(list continues)
SMILES	T-47D	SK-MEL-2	UACC-62	MALME-3M	BT-549	LOX IMVI	UACC-257	HS 578T
COc1cc(NCCCNC(C)C)c2nccc(C)c2c1	93	115	99	138	113	89	106	102
O=CN1N=C(c2cccc(Nc3ccncc3)c2)CC1c1ccc(Cl)cc1 (configuration not stated)	77	85	87	80	102	96	98	96
CN1C(=O)C2=C(NCCN(C(=O)[C@H](Cl)c3ccccc3)C2c2ccc(Cl)c(Cl)c2)C1(C)C (some centres not stated)	.	97	48	76	66	74	75	84
COc1ccc(C(=O)/C=C/c2ccccc2Cl)cc1S(N)(=O)=O	106	108	93	94	.	105	120	107
Cc1cc(O)ccc1O	101	.	81	101	83	93	100	103
CCOC(=O)C1CCCCC1C(=O)OCC (configuration not stated)	97	102	105	109	114	93	102	100
O=C(CSc1nc2sc3c(c2c(=O)n1-c1ccc(Cl)cc1)CCCC3)NNC(=O)Nc1c(Cl)cccc1Cl	102	113	94	92	108	95	103	98
NC(=S)NNC1CCCCC1	80	97	96	97	88	98	80	101
CSC(=S)NCC(=O)O	102	.	99	87	110	86	97	104
Cc1cccc2nc3ccccc3c(Nc3ccc(NS(C)(=O)=O)cc3)c12	37	112	63	40	82	34	.	88
CC(=O)OC(COc1ccc(Cl)cc1)COc1ccc(Cl)cc1	103	106	93	102	109	99	101	104
CN1C(=O)N(C)C2C1NN=c1s/c(=C\c3cccnc3)c(=O)n12 (configuration not stated)	91	97	69	71	80	80	85	85
CCN(CC)CCCNC(=O)c1c2c(n3ccccc13)C(=O)c1ncccc1C2=O	-64*	-55*	-54*	-93*	-6.7*	-71*	-90*	38
O=c1ccccn1O	97	.	112	131	128	102	99	115
CCOC(=O)CCc1c[nH]c2ccccc12	77	101	92	92	91	107	97	102
Nc1nc(=S)c2ncn(C3OC(CO)C(O)C3O)c2[nH]1 (configuration not stated)	35&121	16&93	0.1*!	15&170	-1.4*!	7.3*!	32&99	51&163
O=S(=O)(Oc1ccc(-c2ccc3sccc3c2)cc1)c1ccccc1	102	111	75	105	101	101	104	108
O=C(O)c1ccc(-c2nn(-c3ccc(C(=O)O)cc3)cc2/C=N/NC(=O)c2ccncc2)cc1	94	98	93	91	82	95	108	91
CCOC(=O)c1cc2c(n1Cc1ccc(OC)cc1)-c1nc(NC(C)=O)sc1CCC2	44	79	62	124	82	80	64	64
N#C/C(=C\c1ccc(-c2ccc(Cl)c(Cl)c2)o1)C(=O)Nc1ncc(Cc2ccc(Cl)cc2)s1	18	88	49	17	42	-80*	78	-7.8*
O=c1[nH]c(=O)c2cc(Sc3ccc(F)cc3)ccc2[nH]1	80	86	99	117	93	112	117	105
CCC(N)=O	117	119	122	112	115	.	107	.
CCC(C)NCC(=O)O (configuration not stated)	86	86	108	105	110	109	112	.
COc1ccc(/C=C/C(=O)c2c(C)nc3ccccc3c2/C=C/c2ccc(C)cc2)cc1OC	50	96	64	101	96	67	92	88
